GAA glycogen: inhibitors or activators of human alpha-glucosidase glycogen cleavage; actives 0.38% (n = 300,000); Potency, µM (titrated, usually from 76.4 µM), for the others: at the top dose activity change, negative = inhibition, hits mostly inhibitors; recombinant GAA, glycogen substrate, Amplex Red glucose oxidase fluorescence; P10253; AID 2100; active means well fitted inhibition curve with a large enough effect; inconclusive means small, poorly fitted or top-dose-only effect, or another doubt; inactive means no such curve, though single readings can be large or run the other way;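 further: 0% = full enzyme reaction and -100% = no-enzyme basal signal; the screen sought inhibitors and activators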
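qHTS, 1536-well; enzyme 4 nM final; cpd up to 77 uM; substrate bovine liver glycogen 30 ug; 50 mM citrate/phosphate pH 5.0, 0.01% Tween-20; 37 C, 40 min; Amplex Red detection 45 min RT; Hill fit → AC50.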
The depositor's hits bear a star; ? = inconclusive; [ ] = remark or other dose. Potency means the concentration at half of the fitted maximal effect.

compound	GAA glycogen
COc1cccc(NC(=S)N(CCC(C)C)C(C)c2ccncc2)c1 (centres undefined)	1%
CC(=O)Nc1cccc(Oc2ccc3c(c2)C(=O)NC3=O)c1	14%[76.3 µM]
Nc1cc(=O)[nH]c(SCC(=O)Nc2cccnc2Cl)n1	-4%
CCc1cccc(CC)c1NC(=O)CN1CCc2cc(OC)c(OC)cc2C1	-8%
CC(=O)c1ccc(S(=O)(=O)N(C)CCCC(=O)N(C)Cc2ccccc2F)cc1	2%
CC1(C)CC2CC(C)(CN2C(=O)c2cc(-c3ccc(O)cc3)on2)C1 (centres undefined)	4%
Fc1ccc(Cn2nnc(-c3ccc(Cl)cc3)n2)cc1	-2%
O=C(COc1ccc(F)cc1)N(Cc1cccs1)C1CCS(=O)(=O)C1 (centres undefined)	0%[76.3 µM]
C/C(Cc1ccccc1)=N\NC(=O)CNC(=O)c1ccc(F)cc1	-4%[76.3 µM]
COc1ccc(NC(=O)C2CCCN(S(=O)(=O)c3ccc(-n4cnnn4)cc3)C2)cc1 (centres undefined)	-6%
COc1ccc(-c2nnc(NC(=O)c3ccccc3[N+](=O)[O-])s2)c(OC)c1	-6%[76.3 µM]
O=C1[C@H]2[C@@H](c3ccc(Cl)cc3)N3C(=O)N(c4cccc(Br)c4)C(=O)[C@@]3(Cc3ccc(Cl)cc3)[C@H]2C(=O)N1C1CCCCC1	-7%[76.3 µM]
Cc1cc2ccccn2c1C(=O)c1ccc([N+](=O)[O-])cc1[N+](=O)[O-]	8%[76.3 µM]
CCCn1nc(NS(=O)(=O)c2ccc(F)cc2)c2cc3ccccc3nc21	-6%[76.3 µM]
COc1cccc(N(CC(=O)NC2CCCC2)C(=O)CCC(=O)Nc2cc(C)on2)c1	1%

Of the compounds above, these contain an aryl methoxy group:
compound	GAA glycogen
COc1cccc(NC(=S)N(CCC(C)C)C(C)c2ccncc2)c1 (centres undefined)	1%
CCc1cccc(CC)c1NC(=O)CN1CCc2cc(OC)c(OC)cc2C1	-8%
COc1ccc(NC(=O)C2CCCN(S(=O)(=O)c3ccc(-n4cnnn4)cc3)C2)cc1 (centres undefined)	-6%
COc1ccc(-c2nnc(NC(=O)c3ccccc3[N+](=O)[O-])s2)c(OC)c1	-6%[76.3 µM]
COc1cccc(N(CC(=O)NC2CCCC2)C(=O)CCC(=O)Nc2cc(C)on2)c1	1%

More structures.
compound	GAA glycogen
S=c1[nH]nc(-c2ccc(Cl)cc2Cl)n1-c1ccccc1	-15%[76.3 µM]
CN(C)c1cccc(NC(=O)c2cccc3ccccc23)c1	0%
CC1(c2nnc(-c3cccc(Cl)c3)o2)CC(c2ccccc2Br)=NO1 (centres undefined)	-12%[76.3 µM]
CC1(C)Oc2ccc3ccc(=O)oc3c2/C(=C/NNC(N)=O)C1=O	?
COc1ccc2oc(=O)c(C(=O)OCc3ccccc3)cc2c1	-6%
CCC(C)(C)n1nnnc1C(c1ccc(OC)c(OC)c1)N1CCN(C(=O)c2ccco2)CC1 (centres undefined)	-2%[76.3 µM]
COC(=O)c1cc(C)sc1NC(=O)CCc1ccccc1	-7%[76.3 µM]
O=C(NCCNC(=O)c1ccccc1F)c1ccco1	2%
CC(Oc1ccc2ccc(=O)oc2c1)C(=O)NCCCn1ccnc1 (centres undefined)	-2%[76.3 µM]
CCOC(=O)[C@@H]1[C@H]2COc3ccc(Br)cc3[C@H]2N2C(=O)N(c3ccc(Br)cc3)C(=O)[C@]12C	7%[76.3 µM]
Cc1ccc(NC(=O)CSc2nc3ncc(Br)cc3[nH]2)cc1C	5%[76.3 µM]
CCn1c(SCC(=O)N2CCCCC2C)nnc1-c1ccco1 (centres undefined)	0%
C/C(=N\N(c1ccccc1)c1ccccc1)c1ccc(O)cc1	-21%[76.3 µM]
C=CCNC(=O)C1(S(=O)(=O)c2ccccc2)CC=CC1	1%[76.3 µM]
NS(=O)(=O)c1ccc(CCNC(=O)C2CCCN2S(=O)(=O)c2cccc3nsnc23)cc1 (centres undefined)	0%[76.3 µM]
COc1ccc(NS(=O)(=O)c2csc(C(N)=O)c2)cc1	0%
CCN(C(=O)Cn1cc(C(=O)C(=O)N2CCOCC2)c2ccccc21)c1ccccc1	-1%[76.3 µM]
CCC(C)NS(=O)(=O)c1cc2c3c(c1)CCN3C(=O)CC2 (centres undefined)	7%[76.3 µM]
COCCN(CCOC)c1nc(-c2ccc(C)cc2)nc2ccccc12	2%[76.3 µM]
C=CCn1c(SCC(=O)NC2CCCCC2)nnc1-c1ccccn1	-11%[76.3 µM]
COc1cc(CCC(=O)N2CCN(c3cccc(C)c3C)CC2)cc(OC)c1OC	0%
O=C(CNC(=O)c1ccc(Br)o1)NC12CC3CC(CC(C3)C1)C2	3%[76.3 µM]
CCN(CC)CCNC(=S)Nc1ccc2nc(N3CCOCC3)cc(C)c2c1	-3%
CC1=CC=CC2=NC(=O)CC(C)(C(=O)N(CC(=O)NC3CCCC3)Cc3ccc(Cl)cc3)N12 (centres undefined)	2%
COCC(C)n1c(SCC(=O)Nc2oc(C)c3c(C)n[nH]c(=O)c23)nc2ccccc2c1=O (centres undefined)	0%[76.3 µM]
CC(C)Cc1nnc(NC(=O)C23CC4CC(CC(C4)C2)C3)s1	4%
C=CCOc1ccc(/C=C(\C#N)C(=O)Nc2ccccn2)cc1	-4%[76.3 µM]
CSc1ccccc1NC(=O)c1ccc2c(c1)CCN2S(C)(=O)=O	-4%
NC(=O)c1nsc(C(=O)N(CC(=O)NCc2ccccc2)c2ccc(F)cc2)c1N	0%[76.3 µM]
CC(NC(=O)C(=O)c1cn(CC(=O)N2CCOCC2)c2ccccc12)c1ccccc1 (centres undefined)	-3%[76.3 µM]

Shown with each value named: entries from further up.
SMILES: CC1=CC=CC2=NC(=O)CC(C)(C(=O)N(CC(=O)NC3CCCC3)Cc3ccc(Cl)cc3)N12 (centres undefined)
  GAA glycogen: 2%

SMILES: COCC(C)n1c(SCC(=O)Nc2oc(C)c3c(C)n[nH]c(=O)c23)nc2ccccc2c1=O (centres undefined)
  GAA glycogen: 0%[76.3 µM]

SMILES: CC(C)Cc1nnc(NC(=O)C23CC4CC(CC(C4)C2)C3)s1
  GAA glycogen: 4%

Continuation:
compound	GAA glycogen
Cc1onc(-c2ccccc2)c1C(=O)Nc1nncs1	12%[76.3 µM]
O=C(Nc1ccccc1C(=O)NCCN1CCOCC1)c1cccc([N+](=O)[O-])c1	2%[76.3 µM]
COCc1c(C(=O)N/N=C(\C)c2ccncc2)nnn1-c1nonc1N	6%
S=C(NCc1ccco1)Nc1ccc(Cl)cn1	3%[76.3 µM]
COc1cc2ccccc2cc1C(=O)N(CCN(C)C)c1nc2c(F)cccc2s1	-7%[76.3 µM]
CCN(CC(=O)NCc1cccnc1)S(=O)(=O)c1ccc(OC)cc1	0%
O=C(NN1CCOCC1)c1ccc(Cl)c(Cl)c1	3%[76.3 µM]
O=[N+]([O-])c1cc([N+](=O)[O-])c(Oc2cccc(Cl)c2Cl)cc1NN1CCCCC1	2%[76.3 µM]
O=C(Nc1ccon1)c1ccc(F)c(S(=O)(=O)N2CCCCC2)c1	-2%[76.3 µM]
CCOc1cc(/C=C2\C(=O)ON=C2c2ccccc2)cc(Br)c1O	0%
CC1=C(C(=O)Nc2cccc(C(=O)NC3CCCCC3C)c2)SCCO1 (centres undefined)	-14%[76.3 µM]
Cn1cc(/C=C(\C#N)C(=O)Nc2ccccc2O)c2ccccc21	1%
Cc1cccc(N2C(=O)N3[C@H](c4ccc(Br)cc4)[C@@H]4C(=O)N(C(C)(C)C)C(=O)[C@@H]4[C@]3(C)C2=O)c1	-12%[76.3 µM]
CCn1c(C)c(C)c2cc(C(=O)NCCN3CCOCC3)ccc21	-1%[76.3 µM]
CCOc1cccc2cc(C(=O)NCc3ccc(C)cc3)c(=N)oc12	-4%[76.3 µM]
COc1ccc(NC2CCCN(C(=O)CCCn3cncn3)C2)cc1 (centres undefined)	-5%[76.3 µM]
Cc1cc(NC(=O)NC(=O)c2ccccc2)no1	0%[76.3 µM]
O=C(NC1CCCCCC1)c1ccc(-n2cnnc2)cc1	-11%[76.3 µM]
COc1ccc(C)cc1NC(=O)C1CCN(S(C)(=O)=O)CC1	35µM*
COC(=O)CN1C(=O)NC2(CCCc3ccccc32)C1=O (centres undefined)	2%
O=c1oc2cc(OCCO)ccc2c2c1CCCC2	1%[76.3 µM]
Cc1cc(C)c2sc(NC(=O)C3CC3)nc2c1	15%[76.3 µM]
CCN(CC)S(=O)(=O)c1cc(C(=O)Nc2cc(C)on2)ccc1Cl	-6%
Cn1nc(C(=O)NCCc2ccc(Cl)cc2)c2c1-c1ccccc1S(=O)(=O)C2	0%[76.3 µM]
CCOc1ccc(S(=O)(=O)NCc2ccc3c(c2)OCO3)cc1	17%[76.3 µM]
COc1cccc(C(=O)NCC(c2cccnc2)N2CCN(c3ccccc3OC)CC2)c1 (centres undefined)	13%[76.3 µM]
COc1cc2ccccc2cc1C(=O)NCc1ccncc1	-10%[76.3 µM]
COc1ccc(-c2nc3ccc(C(=O)NCCCN4CCOCC4)cc3nc2-c2ccc(OC)cc2)cc1	6%[76.3 µM]
CCCS(=O)(=O)c1ncc(Cl)c(C(=O)Nc2ccc(S(=O)(=O)Nc3ncccn3)cc2)n1	2%[76.3 µM]
CCn1c(SCC(=O)Nc2ccc(C)cc2)nnc1-c1cnccn1	-2%[76.3 µM]
CCN(Cc1ccccc1)C(=O)Cn1c(=O)n(CC(=O)N2CCCCC2)c(=O)c2sccc21	-1%[76.3 µM]
COc1cc2c(C(=O)N(C)c3ccc(F)cc3)cn(C)c(=O)c2cc1OC	3%
O=C(CN1CCN(C(=O)N2CCOCC2)CC1)Nc1cc(Cl)ccc1Cl	5%[76.3 µM]
O=C(O)c1nn(-c2cccc(C(F)(F)F)c2)ccc1=O	5%
NC(=O)[C@@H]1CCCN1C(=O)c1cc(COc2ccc3c(c2)CCCC3)on1	-3%[76.3 µM]
COc1ccc(CC(=O)N2CCN(c3ccccc3)CC2)cc1OC	3%[76.3 µM]
CCOC(=O)c1ccc(OCCOc2cccc(C)c2)cc1	6%[76.3 µM]
CCn1c(=O)c(C(=O)Nc2ccc(C)cc2)c(O)c2ccccc21	-4%[76.3 µM]
COc1ccc(C(C[N+](=O)[O-])c2c(C)[nH]n(-c3ccccc3)c2=O)cc1 (centres undefined)	?
CC(C)C[C@H]1CN=C(Nc2ccccc2)N1CC1CCC(C)CC1 (some centres undefined)	20%[76.3 µM]
COCC(=O)Nc1ccc(S(=O)(=O)NCC2CCCO2)cc1 (centres undefined)	-16%[76.3 µM]
COc1ccc(-c2noc(N3CCCC(C(=O)Nc4ccccc4F)C3)n2)cc1 (centres undefined)	15%[76.3 µM]
Cc1csc(NC(=O)NCC2CCCC(CNC(=O)Nc3nc(C)cs3)C2)n1 (centres undefined)	-7%
COc1ccc(CCn2c(=N)c(C(=O)NCC3CCCO3)cc3c(=O)n4cccc(C)c4nc32)cc1 (centres undefined)	0%[76.3 µM]
CCc1ccc(CN(C)C(=O)C2CCC(=O)N(Cc3ccccn3)C2)cc1 (centres undefined)	-2%[76.3 µM]
O=C(NCCCNC(=O)c1ccc(-c2cc(Cl)ccc2Cl)o1)c1cnccn1	-3%[76.3 µM]
CC1CN(C(=O)C2CC(=O)N(c3ccc(Cl)cc3)C2)CC(C)O1 (centres undefined)	-1%
Cc1cccc(NC(=O)Cn2cc(C(=O)C3CC3)c3ccccc32)c1	1%
O=c1oc2ccccc2c(NC2CCCCC2)c1NS(=O)(=O)c1ccc(F)c(Cl)c1	-13%[76.3 µM]
O=C(COc1ccc(Cl)cc1)NC(=S)Nc1ccccc1N1CCOCC1	-14%[76.3 µM]
Cc1onc(-c2ccccc2)c1C(=O)Nc1nnc(C(C)(C)C)s1	-6%
CN(C)C(CNC(=O)C1CCN(S(=O)(=O)c2ccc(Cl)cc2)CC1)c1ccccc1 (centres undefined)	-2%
Cc1ccccc1CC1(CO)CCCN(C(=O)CCC(F)(F)F)C1 (centres undefined)	3%[76.3 µM]
OC(c1ccc(Cl)cc1)C(CN1CCOCC1)c1ccccc1 (centres undefined)	2%
Cc1ccc(NC2CCCN(C(=O)c3ccc(F)cc3)C2)cc1C (centres undefined)	4%[76.3 µM]
Cc1nnsc1S(=O)c1ccc(Br)cc1 (centres undefined)	-3%
C[C@H](NC(=O)c1nc[nH]c1C(=O)N[C@@H](CCCCNC(=O)OC(C)(C)C)C(=O)OC(C)(C)C)C(=O)OCc1ccccc1	-18%[76.3 µM]
O=C(COC(=O)[C@@H]1CCCN1S(=O)(=O)c1ccc(Cl)cc1)NC1CC1	-4%[76.3 µM]
O=C(NCc1ccccc1F)C1CCCN1C(=O)Nc1ccccc1 (centres undefined)	3%[76.3 µM]
COc1ccc(-c2noc(C(C)NC(=O)c3ccco3)n2)cc1OC (centres undefined)	11%

(cont.)
compound	GAA glycogen
O=C(CCS(=O)(=O)c1ccc(Br)cc1)NCCc1ccccc1	2%
CCn1nnnc1NCc1ccc(SC)cc1	-10%[76.3 µM]
CCCC1CC(C(=O)NC(C(C)Cl)C2OC(SC)C(O)C(O)C2O)N(C)C1 (centres undefined)	12%[76.3 µM]
O=S(=O)(c1cc(Cl)cc(Cl)c1O)N1CCC2(CC1)OCCO2	-7%[76.3 µM]

From PubChem BioAssay

Only part of the results is shown; the hit share may differ from the screen's.
